Compound activity (PubChem)
M5 ag: agonists of human muscarinic M5 receptor (CHRM5); P08912; activation, % at 3 µM; AID 624037; CHO-K1 hM5 cells, Fluo-8 calcium fluorescence; 0% DMSO wells, 100% maximal acetylcholine response; 360,000 tested, 0.19% active;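 active = activation above the run's mean over test compounds plus 3 SD, cut at about 23% in these data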;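 also: signal is peak over basal fluorescence ratio across the kinetic read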
CHRM1 PAM: positive allosteric modulators of human M1 muscarinic receptor | CHO-K1 hM1, Fluo-8 calcium fluorescence, ACh EC20; 0% = ACh EC20, 100% = maximal ACh | activation, % at 3 µM | 360,000 tested, 0.088% active; in the data active = activation above about 19%, passing the limit was not always enough
Target sequence (P11229 whole entry, looked up): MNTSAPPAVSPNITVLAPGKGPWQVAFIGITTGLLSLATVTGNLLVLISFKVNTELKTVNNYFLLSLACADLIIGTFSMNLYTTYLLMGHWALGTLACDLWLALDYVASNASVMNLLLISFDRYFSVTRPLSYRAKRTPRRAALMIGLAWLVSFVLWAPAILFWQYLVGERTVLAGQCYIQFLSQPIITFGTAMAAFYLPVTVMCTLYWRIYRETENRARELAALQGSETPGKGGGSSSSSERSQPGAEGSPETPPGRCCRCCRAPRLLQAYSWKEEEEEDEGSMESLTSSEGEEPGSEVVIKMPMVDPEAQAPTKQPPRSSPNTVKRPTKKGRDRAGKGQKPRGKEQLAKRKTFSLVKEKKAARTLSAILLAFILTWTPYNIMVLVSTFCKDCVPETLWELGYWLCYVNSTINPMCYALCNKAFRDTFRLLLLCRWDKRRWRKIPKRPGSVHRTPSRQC
M4 antag: blocks acetylcholine activation of human M4 receptor; P08173; CHO-hM4 cells, ACh EC80, Fluo-8 calcium fluorescence; inhibition, % at 3 µM; 360,000 tested, 0.73% active; AID 624125;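 active = inhibition above its plate's cutoff, the mean inhibition of sample wells plus 3 SD, cut at about 27% in these data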;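 also: 0% = acetylcholine EC80 with DMSO and 100% = DMSO without agonist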
Target sequence (P08173 whole entry, looked up): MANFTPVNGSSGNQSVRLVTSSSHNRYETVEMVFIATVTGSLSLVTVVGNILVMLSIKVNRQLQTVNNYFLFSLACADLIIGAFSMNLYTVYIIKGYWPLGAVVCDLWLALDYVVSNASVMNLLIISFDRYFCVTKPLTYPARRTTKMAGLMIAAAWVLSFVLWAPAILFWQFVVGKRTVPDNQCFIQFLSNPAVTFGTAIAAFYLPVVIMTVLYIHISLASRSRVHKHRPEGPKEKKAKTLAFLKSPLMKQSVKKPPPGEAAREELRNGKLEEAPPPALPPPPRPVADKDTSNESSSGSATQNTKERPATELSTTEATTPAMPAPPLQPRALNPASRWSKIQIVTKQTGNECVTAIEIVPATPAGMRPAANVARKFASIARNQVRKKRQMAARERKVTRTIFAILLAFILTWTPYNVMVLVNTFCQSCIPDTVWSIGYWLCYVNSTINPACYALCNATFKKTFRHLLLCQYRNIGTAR
M5 antag: blocks acetylcholine activation of human M5 receptor. P08912. CHO-hM5 cells, Fluo-8 calcium fluorescence, ACh EC80. inhibition, % at 3 µM. 360,000 tested, 0.59% active. AID 624040;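 active = inhibition above a per-plate cutoff, the mean of that plate's test compounds plus 3 SD, cut at about 27% in these data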;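 also: 0% = acetylcholine EC80 with DMSO and 100% = DMSO without agonist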
CRFR2-BP ag: CRF-BP/CRF-R2 complex agonism. HEK293 CRF-R2/CRF-BP, calcium dye fluorescence (FLIPR); percent of saturating CRF peptide response. activation, % at 13.2 µM. 350,000 tested, 0.46% active. AID 588473;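 active = activation of at least 50%, plus an integration ratio under a set limit after plate pattern correction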;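 also: plate controls were neutral control wells without compound for no effect and CRF at EC100 for full effect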
CRFBP-R2 block: CRF-BP/CRF-R2 complex antagonism | HEK293 CRF-R2/CRF-BP, CRF-induced calcium fluorescence | inhibition, % at 11.8 µM | 350,000 tested, 0.59% active | AID 588475;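 active = inhibition of the ligand-induced calcium signal above about 50% at the single tested concentration, limit read from the data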
M5 PAM: positive allosteric modulators of human muscarinic M5 receptor. activation, % at 3 µM. CHO-K1 hM5, Fluo-8 calcium, ACh EC20 PAM; 0% = ACh EC20, 100% = ACh EC100. 360,000 tested, 0.3% active. P08912;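 active = activation above the run cutoff, the mean activation of all test compounds plus 3 SD, cut at about 18% in these data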
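Replicates: One well per compound, no replicates | System: Human M5 receptor in CHO-K1 cells | Benchmarks: Low control EC20 acetylcholine (0%), high control EC100 acetylcholine (100%) | Probe or stimulus: Acetylcholine, EC20 level | Times: Fluo-8 loading 80 min at 37 °C plus 30 min room temperature | Signal: Intracellular calcium via Fluo-8 fluorescence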
M4 PAM: CHRM4 positive allosteric modulation | CHO-K1 hM4/Gqi5, Fluo-8 calcium fluorescence, ACh EC20; 0% = ACh EC20, 100% = maximal ACh | 360,000 tested, 0.4% active | P08173 | activation, % at 3 µM;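 active = activation above its plate's cutoff, the mean activation of sample wells plus 3 SD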; also: some results filed as inactive read as strong as hits
M4 ag: CHRM4 agonism in calcium assay; 360,000 tested, 0.14% active; CHO-K1 hM4/Gqi5, Fluo-8 calcium fluorescence; vehicle 0%, full acetylcholine response 100%; P08173; AID 624127; activation, % at 3 µM;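 active = activation above the run mean over all test wells plus 3 SD, cut at about 32% in these data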;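 also: peak over basal fluorescence ratio per well then scaled between controls; 0% = DMSO wells and 100% = acetylcholine at EC100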
An asterisk follows results filed as active; x = no result given.

M5 ag,CHRM1 PAM,M4 antag,M5 antag,CRFR2-BP ag,CRFBP-R2 block,M5 PAM,M4 PAM,M4 ag,structure
-1,10,-2,4,0.3,-14,2,1,0,O=C(Cn1c2c(c(-c3ccccc3Cl)cc1=O)CCC2)NCCCN1CCOCC1
-3,-1,-1,-3,-1.5,15,-17,-7,9,O=S(=O)(c1ccc2c(c1)OCCO2)N(Cc1ccc(F)cc1)Cc1nnc(-c2cccs2)o1
0,x,-1,-2,x,x,8,0,1,O=C(C[C@H]1CC[C@H]2[C@@H](COC[C@H](O)CN2C(=O)c2ccccn2)O1)N1CCN(c2ccccc2)CC1
-2,-3,9,2,-1.3,85*,-5,-4,1,O=C(CNc1ccccc1)N/N=C/c1ccc([N+](=O)[O-])o1
1,5,0,5,x,x,-1,-5,0,C[C@@H]1CN([C@H](C)CO)C(=O)CCCn2cc(nn2)CO[C@H]1CN(C)S(=O)(=O)c1ccccc1F
-3,7,-6,1,0.7,-9,1,4,0,O=C(CC1C(=O)NCCN1Cc1ccccc1C(F)(F)F)NC1CCCC1 (stereo not drawn)
-4,1,0,-3,-0.7,-8,5,1,1,CCCOc1cccc(C(=O)Nc2ccc3c(c2)OCCO3)c1
2,14,-11,-8,-0.9,1,11,22,3,CCCn1cnc2cc(NC(=O)c3cccs3)ccc21
-6,3,6,0,0.2,2,-2,-2,0,Cc1cccc(C)c1NC(=O)N1C2CCCC1CC(NC(=O)C(C)(C)C)C2 (stereo not drawn)
1,6,2,2,0.2,6,6,1,1,CC(OC(=O)CN1C(=O)NC(C)(C)C1=O)C(=O)c1ccccc1 (stereo not drawn)
-3,-14,-1,17,4.0,6,-35,-15,16,CC(=O)CCc1ccc(OCC(=O)Nc2cccc(S(=O)(=O)N(C)c3ccccc3)c2)cc1
-6,-7,1,20,-2.3,-1,-29,-11,11,CC(C)(C)OC(=O)CC[C@@H](C(=O)N1CCN(C(=O)OC(C)(C)C)CC1)n1cc(C(Cc2ccc(O)cc2)NC(=O)OC(C)(C)C)nn1 (stereo partly drawn)
1,-1,10,5,-0.1,16,-4,2,2,Cc1sc2ncn(CC(=O)NCCCC(=O)Nc3ccc(C(C)C)cc3)c(=O)c2c1C
-5,8,-17,-13,-0.3,2,9,-4,4,CCc1ccc(OCC(=O)N2CCN=C2c2ccccc2)cc1
-3,3,0,14,-0.8,-25,-7,-7,3,O=C(NC1CCCC1)C(c1ccc(Cl)cc1)N(C(=O)c1csnn1)C1CC1 (stereo not drawn)
-2,6,-24,-10,-1.1,-4,2,-1,3,O=C(NC1CCCc2c1cnn2-c1cc(F)cc(F)c1)c1ccncc1 (stereo not drawn)
3,4,-5,1,-2.7,6,-9,4,7,Cc1ccc(-c2nc(CSCC(=O)Nc3cc(C)on3)c(C)o2)cc1
1,-4,1,8,2.0,20,-7,5,2,O=C(CSc1nc2ccccc2c(=O)n1-c1ccccc1)N1CCc2ccccc21
1,4,-9,-1,5.0,-13,-9,11,3,CCOC(=O)N1CC=C2C(C#N)=C(N)C(C#N)(C#N)[C@H](c3ccccc3OCC)[C@H]2C1
0,10,6,-3,-0.3,-65,0,2,0,Cc1cccc(/C(N)=N/OC(=O)C23CC4CC(CC(C4)C2)C3)c1
-2,2,-3,22,-0.4,-18,-9,-4,0,O=C(C1CC=CCC1)N1CCCCCC1 (stereo not drawn)
-5,4,1,5,-1.1,3,-2,-5,1,Cc1c(CN2CCC(CO)(CCOc3ccccc3)CC2)c(=O)n(-c2ccccc2)n1C
-4,4,3,-1,-3.9,-18,1,4,0,Cc1cccc(C(=O)O/N=C(\N)c2ccc(Br)cc2)c1
4,7,6,9,-5.2,-3,-3,24,4,O=C(NCc1ccco1)C1CC(c2cccc([N+](=O)[O-])c2)=NO1 (stereo not drawn)
-6,0,1,-10,2.6,10,-8,-7,0,Cc1cc(C)n2c(SCC(=O)NC3CCCCC3)nnc2n1
-3,-3,-9,8,1.4,8,-5,8,1,Cc1ccc2nc(SCC(=O)N/N=C/c3ccc(C(=O)O)cc3)cc(C)c2c1
1,2,-6,4,-0.1,14,11,4,0,O=C(Cc1ncc(C(F)(F)F)cc1Cl)NC1CC1
1,-1,-4,-4,1.1,8,5,27,1,O=C(O)c1ccc2c(=O)n3cc(C(=O)c4ccccc4O)cc(Cl)c3nc2c1
5,21,-14,2,2.4,-3,5,1,2,OC(CN1CCOCC1)Cn1c2c(c3ccccc31)CCCC2 (stereo not drawn)
2,2,1,8,-1.4,-24,-6,0,1,CCCn1c(SCC(=O)/C(C#N)=C(\C)N)n[nH]c1=O
-3,1,10,4,-2.0,-13,-4,-1,2,COc1ccc(OCC(O)CN2CCN(c3ncccn3)CC2)cc1 (stereo not drawn)
-3,11,-4,1,0.1,6,8,20,1,O=C(COC(=O)c1ccc(CO)cc1)NCc1cccs1
1,6,-2,0,-1.8,-4,-2,10,1,O=C1C(=C(O)c2ccccc2)C(=O)c2ccccc21
4,-3,11,7,x,x,1,-1,10,COc1cccc(-c2cnc(C(O)c3ccc(Cl)c(Cl)c3)[nH]2)c1 (stereo not drawn)
-3,11,11,4,-3.1,4,6,11,1,CCOC(=O)c1nn(-c2ccc([N+](=O)[O-])cc2)cc1O
3,-1,9,6,-0.3,7,-2,6,2,O=C(Cc1cccs1)NNC(=O)c1ccccc1Cl
-2,9,-2,-1,-0.3,-3,4,1,1,OCCOCCOc1ccccc1OCCOCCO
0,0,18,10,-1.4,3,-6,1,0,CCc1ccc(C(CC(=O)O)N2Cc3ccccc3C2=O)cc1 (stereo not drawn)
-1,0,-13,-5,0.6,-1,2,2,1,CCc1ccccc1NC(=S)N(CCCN1CCOCC1)Cc1ccccn1
-3,-2,-5,-6,2.3,11,-1,-9,-1,Clc1cccc(Cl)c1CSc1nnc(/C=C/c2ccccc2)o1
-2,14,0,-13,0.4,-5,6,7,1,COc1ccc(-c2nc(CS(=O)CC(=O)NC3CCCC3)c(C)o2)cc1OC (stereo not drawn)
4,-6,4,-1,0.8,-7,3,13,5,O=C(CSc1nc2cc(Cl)ccc2o1)Nc1ccc(N2CCOCC2)cc1
2,16,2,10,-3.8,12,3,5,2,CCOc1ccc(C(=O)NN2C(=S)NC(C)(C)C=C2C)cc1
-4,2,-2,-5,0.3,9,-3,4,0,COc1ccc(-n2ncc(N(C)n3cccc3)c(Cl)c2=O)cc1
-1,3,-7,4,0.0,0,14,18,1,Cc1ccc(CNS(=O)(=O)c2c(C)n(C)c(=O)n(C)c2=O)cc1
0,1,6,9,-0.7,5,-3,-1,3,COc1ccccc1C(=O)COC(=O)CNS(=O)(=O)c1ccc(C)cc1
1,16,-6,-5,6.9,-8,4,-6,0,Cn1nc(C(F)(F)F)c(-c2cccc(C(F)(F)F)c2)c1NC(=O)CSCC(=O)O
-6,9,7,14,0.8,0,-6,4,1,CC(=O)N1c2ccc(S(=O)(=O)NCCC(=O)Nc3ncccc3C)cc2CC1C (stereo not drawn)
-2,8,0,-11,2.4,4,-1,10,0,O=C(CSc1nc2ccccc2o1)c1ccc2c(c1)OCCO2
-3,10,-1,7,2.7,-2,5,18,-3,COC(=O)c1ccccc1NC(=O)N1c2ccccc2CC1C (stereo not drawn)
0,10,4,7,-1.4,-27,-2,-2,2,O=C(CCNC(=O)Cn1cnc2ccccc2c1=O)NCC1COc2ccccc2O1 (stereo not drawn)
-1,x,2,2,x,x,1,-3,2,CC(=O)N1CCC(C(=O)N2c3ccccc3N=C(c3ccc(C(F)(F)F)cc3)C2C(=O)NC(C)C)CC1 (stereo not drawn)
-5,5,6,3,-1.1,11,-3,3,0,CC(NC(=O)c1cccnc1)C(c1ccccc1)N1CCN(C)CC1 (stereo not drawn)
-2,14,0,9,0.1,16,3,2,0,COC(=O)C1OC1c1cc([N+](=O)[O-])ccc1OC (stereo not drawn)
3,4,2,3,-0.1,7,7,11,0,O=C(CN1CCOCC1)NNC(=O)c1ccc(Cl)cc1
-4,4,-7,2,0.6,17,2,-5,3,COc1ccc(C(=O)O/N=C(\C)c2ccccc2)cc1

Further entries
M5 ag,CHRM1 PAM,M4 antag,M5 antag,CRFR2-BP ag,CRFBP-R2 block,M5 PAM,M4 PAM,M4 ag,structure
1,10,7,-7,0.4,-6,9,9,-2,Nc1nonc1-c1nc2ccccc2n1Cc1ccc(Cl)cc1
1,0,3,2,0.9,18,-1,-6,0,Cc1cc(OC(=O)c2cccc(C(F)(F)F)c2)c([N+](=O)[O-])c(=O)[nH]1
5,-13,33*,9,-1.1,5,-10,-11,21,CCCCc1ccc(NC(=O)CSc2nc3ncccc3[nH]2)cc1
-1,-1,-7,0,-0.1,-53,-5,14,-1,CCOC(=O)c1cnn(-c2sc(C(=O)OCC)c(C)c2C(=O)OCC)c1N
-2,5,1,5,-2.9,2,8,14,0,CNc1ncc(-c2nnnn2-c2ccccc2)c(-c2ccccc2)n1
-1,1,-6,8,-5.6,1,-4,0,2,Cc1cc(C2C(=O)c3ccccc3C2=O)c(C)c(C)c1C
-6,3,6,11,-0.9,4,-1,-1,0,Cc1cc(-c2cccc(Br)c2)c(C#N)c(N)n1
0,7,-4,-2,3.2,8,7,7,1,CCOC(=O)c1ccc2nc(C(F)(F)F)[nH]c(=O)c2c1

Full records from above:
`Nc1nonc1-c1nc2ccccc2n1Cc1ccc(Cl)cc1` is listed with M5 ag = 1; CHRM1 PAM = 10; M4 antag = 7; M5 antag = -7; CRFR2-BP ag = 0.4; CRFBP-R2 block = -6; M5 PAM = 9; M4 PAM = 9; M4 ag = -2
`Cc1cc(C2C(=O)c3ccccc3C2=O)c(C)c(C)c1C` is listed with M5 ag = -1; CHRM1 PAM = 1; M4 antag = -6; M5 antag = 8; CRFR2-BP ag = -5.6; CRFBP-R2 block = 1; M5 PAM = -4; M4 PAM = 0; M4 ag = 2

Following part
M5 ag,CHRM1 PAM,M4 antag,M5 antag,CRFR2-BP ag,CRFBP-R2 block,M5 PAM,M4 PAM,M4 ag,structure
-2,3,-8,3,1.9,11,6,9,1,CN(C)S(=O)(=O)c1cccc(C(=O)Nc2cccnc2)c1
2,-10,-12,7,-2.9,-6,-2,3,1,CC1=CC[C@@]23CCCN2C(=O)CCC[C@H]3C1
0,11,-5,4,1.3,-2,0,0,2,CCC(=O)Nc1ccc(C(=O)NNC(=O)C(c2ccccc2)c2ccccc2)cc1
0,11,-3,0,-1.5,2,-4,15,0,CCOc1ccccc1C(=O)N(Cc1ccccc1)Cc1cc2cc3c(cc2[nH]c1=O)OCCO3
2,1,9,12,-0.1,-5,2,2,3,NC(=O)C1=C[C@H](C2CCCCC2)C[C@H](OCc2ccc(CO)cc2)O1
-4,6,3,9,0.0,5,-2,5,2,Cc1ccc(OCC(=O)OCC(=O)c2ccccc2)cc1C
1,-2,0,14,-1.5,-6,-8,-7,0,N#C/C(=C/c1cn[nH]c1-c1cccc(Br)c1)C(=O)O
-8,9,-1,6,1.3,4,15,-2,0,CCc1nnc(NC(=O)CSc2nnc(COc3ccc(C#N)cc3)n2-c2ccccc2)s1

No new results follow: an excerpt of the list.
M5 ag,CHRM1 PAM,M4 antag,M5 antag,CRFR2-BP ag,CRFBP-R2 block,M5 PAM,M4 PAM,M4 ag,structure
2,1,9,12,-0.1,-5,2,2,3,NC(=O)C1=C[C@H](C2CCCCC2)C[C@H](OCc2ccc(CO)cc2)O1
-4,6,3,9,0.0,5,-2,5,2,Cc1ccc(OCC(=O)OCC(=O)c2ccccc2)cc1C
1,-2,0,14,-1.5,-6,-8,-7,0,N#C/C(=C/c1cn[nH]c1-c1cccc(Br)c1)C(=O)O
-8,9,-1,6,1.3,4,15,-2,0,CCc1nnc(NC(=O)CSc2nnc(COc3ccc(C#N)cc3)n2-c2ccccc2)s1

The order is random; about 2.6% have a hit in one of these screens.
